aSyn rescue = qHTS of alpha-syn Inhibitors; Potency, µM (series often up to 46.1 µM), for the others: at the top dose growth rescue (activation), usual class: activators; hit rate 0.14% among 370,000; AID 652106, 2013; Yeast expressing alpha-synuclein, growth rescue, BacTiter-Glo, 24 h; note: potency is the fitted concentration of half-maximal effect; % of control where 0% means no effect; nearly all actives have a fitted effect of over 65% in size
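Rescue of yeast growth: cells expressing toxic alpha-synuclein, induced in galactose at OD600 0.02, incubated with compound 24 h at 30 C. ATP luminescence quantified growth; inhibitors of toxicity appear as activators.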
TDP43 rescue = qHTS of TDP-43 Inhibitors; Potency, µM (series often up to 46.1 µM), for inactives: top-dose growth rescue (activation), most hits filed as activators; TDP-43 expressing yeast growth rescue, BacTiter-Glo, 24 h; hit rate 1.8% among 410,000; note: potency is the fitted concentration of half-maximal effect; % of control where 0% means no effect; nearly all actives have a fitted effect of over 50% in size
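Readout is BacTiter-Glo luminescence of cell growth, so inhibitors register as activators. TDP-43-expressing yeast at OD600=0.02 in galactose medium, after raffinose pregrowth to mid-log, were incubated with compound for 24 hr at 30 deg C.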
Abeta yeast res = qHTS for compounds that reverse cellular toxicity of Amyloid beta (A-beta) peptide in yeast: Primary Screen | yeast expressing A-beta42, growth rescue, OD600, 48 h; response scale: 0% DMSO, 100% iron-clioquinol control | Potency, µM (doses to about 46.1 µM), without a hit: at the highest dose growth rescue, actives largely listed as activators | hit rate 0.063% among 410,000; note: potency is the fitted concentration of half-maximal effect; nearly all actives have a fitted effect of over 55% in size
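Yeast A-beta toxicity model in growth medium with pinned compounds, 48 h at 30 C; growth read as absorbance at 600 nm. Normalized to FeCl3/clioquinol equimolar mix (positive) and DMSO (negative).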
EPAC2 agonist = qHTS for Agonist of cAMP-regulated guanine nucleotide exchange factor 4 (EPAC2): primary screen | EPAC2 activation, biochemical qHTS; response scale: 100% = 6.5 mM cAMP response | Rap guanine nucleotide exchange factor 4 (Homo sapiens), Q8WZA2 | AID 720711, 2013 | Potency, µM (top dose mostly 154 µM), without a hit: at the top dose activation, most hits filed as activators | hit rate 0.079% among 360,000; note: potency is the fitted concentration of half-maximal effect; nearly all actives have a fitted effect of over 50% in size
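Compounds were titrated in qHTS against a Rap1B-BODIPY-GDP (250 nM) complex with EPAC2 (100 nM) and GDP (50 uM). BODIPY-GDP release tracked at 480/540 nm over 30 min at room temperature, normalized to 6.5 mM cAMP.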
D3 ag = qHTS of D3 Dopamine Receptor Agonist: qHTS; max activation, %; AID 652048, 2013; hit rate 0.58% among 410,000; D3R DiscoveRx beta-arrestin cells, luminescence, 90 min; in the data active = max activation above about 30%; note: 0% is about no effect; mostly tested at two doses, the higher about 12 µM
Target sequence (P35462 whole entry, looked up): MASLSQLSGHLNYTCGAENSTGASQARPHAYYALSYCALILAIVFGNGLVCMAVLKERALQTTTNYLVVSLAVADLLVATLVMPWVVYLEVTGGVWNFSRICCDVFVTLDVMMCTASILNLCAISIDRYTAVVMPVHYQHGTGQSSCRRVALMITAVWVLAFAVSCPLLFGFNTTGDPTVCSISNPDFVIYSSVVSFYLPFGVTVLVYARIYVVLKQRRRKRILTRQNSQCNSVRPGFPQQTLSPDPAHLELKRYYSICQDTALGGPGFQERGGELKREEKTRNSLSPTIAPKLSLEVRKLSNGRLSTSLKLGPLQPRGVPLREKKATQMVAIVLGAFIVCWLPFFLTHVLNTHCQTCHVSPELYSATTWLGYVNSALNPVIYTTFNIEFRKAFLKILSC
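Agonist mode: compounds and dopamine controls were applied to plated cells for 90 min at 37 degrees C after an overnight attachment at 1500 cells/well. Luminescent read-out followed 30 - 60 minutes at room temperature with DiscoveRx detection reagent.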
DRD3 antagonist = qHTS of D3 Dopamine Receptor Antagonist: qHTS; D3R cells, DiscoveRx beta-arrestin luminescence, antagonist mode; stronger effect = lower value; hit rate 2.5% among 360,000; max response, negative = inhibition, %; D(3) dopamine receptor (Homo sapiens), P35462; in the data active = max response below about -50%; inconclusive = no clear call, values can overlap the other calls; note: % is set by controls: 0 for no effect and ±100 for the full control effect; mostly tested at two doses, the higher about 12 µM
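Cells expressing the human receptor were seeded at 1500 cells/well, incubated overnight at 37 degrees C in 5% CO2, then exposed to library compounds with dopamine controls for 90 minutes at 37 degrees C before luminescent detection.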
EPAC2 antagonist = qHTS for Antagonist of cAMP-regulated guanine nucleotide exchange factor 2 (EPAC2): primary screen. Rap guanine nucleotide exchange factor 4 (Homo sapiens), Q8WZA2. EPAC2 GEF exchange of Rap1B-BODIPY-GDP, fluorescence. Potency, µM (top dose mostly 114 µM), for the others: at the top dose activity, negative = inhibition, usual class: inhibitors. hit rate 0.18% among 360,000. AID 720708, 2013; note: potency is the fitted concentration of half-maximal effect; % is set by controls: 0 for no effect and ±100 for the full control effect; nearly all actives have a fitted effect of over 45% in size; many of its hits are not listed in these tables
FUS yeast rescue = qHTS for Suppressors of FUS Proteinopathy: Primary screen using FUS-linked yeast assay | hit rate 0.24% among 390,000 | S. cerevisiae FUS-expressing, growth rescue, OD600, 24 h | Potency, µM (series often up to 76.6 µM), for the others: at the top dose growth rescue (activation), hits mostly activators;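 note: potency is the fitted concentration of half-maximal effect; plate controls were DMSO vehicle for no effect and reference control for full effect; nearly all actives have a fitted effect of over 55% in size; some results filed as inactive show a strong effect at the top dose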
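S. cerevisiae expressing FUS from galactose induction served as the toxicity model. Growth after 24hr at 30C, read as absorbance at 600 nm, indicates suppression of toxicity; compounds dosed at several concentrations.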
Starred values were filed as active, the others as inactive; ? = inconclusive; . = no result given; & = joins results of further samples; [ ] = another dose, or the depositor's remark. Unless noted, calls come from the whole dose curve; as a rule, active = well fitted curve in the direction sought with a large enough effect; inconclusive = small, poorly fitted or top-dose-only effect, or another doubt; inactive = no such curve, though single readings can be large; an effect the other way counts as inactive or inconclusive.

Preview:
SMILES	aSyn rescue	TDP43 rescue	Abeta yeast res	EPAC2 agonist	D3 ag	DRD3 antagonist	EPAC2 antagonist	FUS yeast rescue
COC(=O)c1ccc(C(=O)OC)c(=O)[nH]1	-3%	-8%	6%	5%	-2	-7	-3%	-32%
COC(=O)CNC(c1ccccc1)c1cc(Cl)ccc1NC(=O)c1cccc(Cl)c1 (stereo unspecified)	7%	?	3%	5%	19	42	-9%	.
Cc1cc(C)c2c(n1)SCC(=O)N2CC(=O)Nc1ccc(C)c(C)c1	-4%	9%&16%	-13%&-6%	-2%	-11&9	-2	4%	9%&14%
O=C(c1cc(-c2ccccn2)nc2c(Cl)cccc12)N1CCN(S(=O)(=O)c2ccccc2)CC1	9%	-2%	-4%	-5%	2	11	-4%	.
O=C(CN(Cc1ccc(F)cc1)C(=O)CNS(=O)(=O)c1ccc(F)cc1)NCC1CCCO1 (stereo unspecified)	-3%	6%	-11%	10%	2	-16	3%	-7%
CCCC(=O)Nc1cccc(NC(=O)Cc2ccc(Cl)cc2)c1	-6%	-11%	-22%	-16%	-20	-19	-24%	30%
CC(C)C[C@H](NC(=O)[C@@H]1O[C@H]1C(=O)O)C(=O)NCCCCN=C(N)N	5%	11%	-6%	-2%	-68	13	13%	-28%
CC1CCCCC1NC(=O)Cc1ccc(S(=O)(=O)N2CCOCC2)s1 (stereo unspecified)	0%	7%	-7%	-3%	3	10	3%	15%
C=CCn1c(SCC(=O)N(C)C)nc2sc3c(c2c1=O)CCC3	1%	22%	-15%	9%	1	24	-2%	-25%

Results, from the start:
SMILES	aSyn rescue	TDP43 rescue	Abeta yeast res	EPAC2 agonist	D3 ag	DRD3 antagonist	EPAC2 antagonist	FUS yeast rescue
COC(=O)c1ccc(C(=O)OC)c(=O)[nH]1	-3%	-8%	6%	5%	-2	-7	-3%	-32%
COC(=O)CNC(c1ccccc1)c1cc(Cl)ccc1NC(=O)c1cccc(Cl)c1 (stereo unspecified)	7%	?	3%	5%	19	42	-9%	.
Cc1cc(C)c2c(n1)SCC(=O)N2CC(=O)Nc1ccc(C)c(C)c1	-4%	9%&16%	-13%&-6%	-2%	-11&9	-2	4%	9%&14%
O=C(c1cc(-c2ccccn2)nc2c(Cl)cccc12)N1CCN(S(=O)(=O)c2ccccc2)CC1	9%	-2%	-4%	-5%	2	11	-4%	.
O=C(CN(Cc1ccc(F)cc1)C(=O)CNS(=O)(=O)c1ccc(F)cc1)NCC1CCCO1 (stereo unspecified)	-3%	6%	-11%	10%	2	-16	3%	-7%
CCCC(=O)Nc1cccc(NC(=O)Cc2ccc(Cl)cc2)c1	-6%	-11%	-22%	-16%	-20	-19	-24%	30%
CC(C)C[C@H](NC(=O)[C@@H]1O[C@H]1C(=O)O)C(=O)NCCCCN=C(N)N	5%	11%	-6%	-2%	-68	13	13%	-28%
CC1CCCCC1NC(=O)Cc1ccc(S(=O)(=O)N2CCOCC2)s1 (stereo unspecified)	0%	7%	-7%	-3%	3	10	3%	15%
C=CCn1c(SCC(=O)N(C)C)nc2sc3c(c2c1=O)CCC3	1%	22%	-15%	9%	1	24	-2%	-25%
O=C(O)CCc1nc2cc(Cl)ccc2n(Cc2ccccc2)c1=O	4%	9%	-2%	18%	-6	-5	-3%	6%
Cc1ccc(/C=C/C(=O)N2CCCC(C)C2)cc1 (stereo unspecified)	-1%	?	-34%[inhibitor]	0%	-9	-6	6%	.
COc1ccc(-c2c3c(nc4sc(C(=O)Nc5cccc(OC)c5)c(N)c24)CC(C)(C)CC3=O)cc1	.	23%	-10%	.	5	.	.	32%
COc1ccc(Br)cc1CN1CCN(c2ncccn2)CC1	1%	0%	6%	4%	-21	?	-2%	11%
CCOc1ccc(Br)cc1S(=O)(=O)Nc1cccc(S(=O)(=O)N2CCOCC2)c1	3%[1.84 µM]	13%	0%	13%	2	7	-24%	17%
Cn1c(NCc2ccco2)nc2c1c(=O)n(Cc1ccc(Cl)c(Cl)c1)c(=O)n2C	1%	15%	40%	4%	11	0	-1%	-23%
Cc1ccc2oc(C(=O)N(Cc3ccc(N(C)C)cc3)CC3CCCO3)c(C)c2c1 (stereo unspecified)	2%	-18%&-26%	-14%&-10%	7%	3&6	35	?	40%&32%
C=CCNC(=O)CC1Nc2c3ccccc3nc(=S)n2C1=O (stereo unspecified)	-4%	-1%	-3%	-2%	2	4	15%	-3%
CCOC(=O)c1c(NC(=O)/C=C/c2ccc(OC)c(OC)c2)sc(C(C)=O)c1C	.	-32%[inhibitor]	-12%	.	-14	.	.	9%
N#Cc1ccccc1NC(=O)CSC1=Nc2ccccc2C2CC=NN12 (stereo unspecified)	11%	15%	-9%	19%	-10	-23	6%	23%
COc1cc(CN2CCNC(=O)C2CC(=O)N(C)Cc2cccnc2)cc(OC)c1 (stereo unspecified)	3%	-2%	-18%	1%	3	-6	7%[57.1 µM]	-24%
COc1ccc(C(=O)N2CCN(S(=O)(=O)c3ccc(Cl)cc3)CC2)cc1S(=O)(=O)N1CCOCC1	-1%	12%	-13%	6%	0	7	3%	33%
CCOc1cc(CNC(=O)NC2COc3ccccc3C2)cc(OCC)c1OCC (stereo unspecified)	.	-8%	-15%	.	-11	.	.	10%
CN(CCN1CCOCC1)Cc1nc(-c2ccc3c(c2)OCO3)no1	-3%	0%	-5%	1%	0	4	5%	-20%
CC(C)Oc1ccc(C(=O)Nc2cc(S(=O)(=O)N3CCOCC3)ccc2N2CCOCC2)cc1	0%	-12%	6%	5%	-3	-3	-12%	42%
O=C(Nc1ccccc1)N1CCSc2ccccc21	9%	?	11%	6%	8	3	?	-9%
COc1cc(/C=N/NS(=O)(=O)c2ccc(C)cc2)ccc1OCc1ccc(C(=O)O)cc1	0%	-4%[9.22 µM]	0%	4%	4	-7	-10%	17%
COc1ccc(CNC(=O)c2cc(C3CC3)on2)cc1	4%	2%	-7%	4%	18	8	4%	-7%
CC(=O)Nc1ccc(N(C)C)cc1[N+](=O)[O-]	-2%	19%	-3%	12%	0	-11	-7%	22%
COc1ccc(CNC(=O)C2(c3ccc(Cl)cc3)CC2)cc1	6%	-17%[0.397 µM]	7%	3%	-6	-14	-15%	-12%
CN1C(=O)c2ccc(C(=O)NCc3ccc4c(c3)OCO4)cc2C1=O	10%	23%	-3%	-6%	2	-20	-7%	.
Cc1cc(C)cc(OCC(=O)N(Cc2ccc(C)o2)C2CCS(=O)(=O)C2)c1 (stereo unspecified)	.	18%	-3%	.	-5	.	.	12%
N/C(=N\OC(=O)COc1cc(Cl)c(Cl)cc1Cl)c1ccccn1	3%	?	16%	7%	-2	-22	-2%	-23%
COC(=O)CSc1nnc(-c2ccc(S(=O)(=O)NCc3cccs3)cc2)o1	-4%	19%	9%	4%	-6	-22	6%	22%
Cn1cc([N+](=O)[O-])c(C(=O)NC2CCCC2)n1	-1%	-16%	-6%	16%	-3	16	8%	-6%
Cn1ncc(Cl)c1C(=O)N1CCN(c2cccc(Cl)c2)CC1	18%	14µM*	19%	-1%	4	17	2%	16%
COc1cc(C2SCCS2)cc(Br)c1Oc1ncccc1[N+](=O)[O-]	-21%	?	5%	7%	21	9	-1%	1%
CCC(=O)N1CCc2cc(S(=O)(=O)NCCC(=O)Nc3ccccc3C)ccc21	-4%	?	-1%	6%	-5	-20	-12%	15%
COC(=O)/C(C#N)=C/c1c(Oc2cccc(C)c2C)nc2ccccn2c1=O	-2%	7%	5%	-2%	1	0	-4%	-25%
O=C1CCCCC(=O)c2ccccc2N1	-14%	-6%	22%	2%	-1	9	5%	-5%
Cc1ccccc1NC(=O)CN1CCc2ccccc2C1	-1%	2%	4%	2%	10	?	-3%	13%
COc1cc(OC)cc(-c2c(C#Cc3ccsc3)c3cc(-c4ccc(OC)c(F)c4)ccc3n2C)c1	-5%	-13%	-13%	0%	50*	1	6%	5%
CN1CCN(C(=O)CCN2C(=O)/C(=C\c3ccccc3F)SC2=S)CC1	-2%	2%	5%	7%	-7	1	6%	22%
CC(=O)c1cccc(NC(=O)C2CCCN(S(=O)(=O)c3ccc(F)cc3)C2)c1 (stereo unspecified)	-4%	15%	-7%	4%	1	18	-1%	20%
O=C(Cc1cc(=O)[nH][nH]1)N/N=C/c1ccccc1Cl	-4%	13%	-4%	3%	-3	-9	-3%	?
Cc1cc(NC(=O)CSc2nc(=O)cc(N)n2-c2ccc(F)cc2)no1	2%	26%	6%	2%	2	3	12%	.
CC(C)(C)NC(=O)/C(=C\C=C\c1ccccc1)NC(=O)c1ccc([N+](=O)[O-])cc1	-5%	-20%	-17%	-4%	-10	-21	29%	18%
CCCCCNc1nc2c(-c3ccccc3)nnn2c2ccccc12	.	22%	1%	.	3	.	.	-5%
CCOc1cc(C(=O)O)cc(Cl)c1OC	12%	9%	-7%	15%	7	-4	-1%	-26%
CC(=O)Nc1ccc(NC(=O)CCS(=O)(=O)c2ccc3c(c2)CC(=O)N3C)cc1	.	?	-8%	.	2	.	.	?
CC(=O)Oc1ccc2c(c1)OC(c1ccccc1)CC21CC(C)(C)NC(=S)N1 (stereo unspecified)	-4%	5%	20%	9%	0	-8	-9%	7%
Cc1ccc(CCNC(=O)C2CCN(S(=O)(=O)N3CCCCC3)CC2)cc1	0%	-6%	18%	3%	6	2	16%	-5%
COc1ccc(CC(=O)NCCc2csc(-c3ccc(C(F)(F)F)cc3)n2)cc1	-4%	11%	-11%	.	-13	.	.	-17%

Screens from PubChem BioAssay.

Some of the compounds tested, so the mix of outcomes need not match the whole.
